Screening results deposited in PubChem by National Center for Advancing Translational Sciences (NCATS).
HT1080NT lethal = kills 2HG-producing HT-1080-NT fibrosarcoma cells; 360,000 tested, 1.6% active; AID 686970; HT-1080-NT fibrosarcoma viability, CellTiter-Glo ATP luminescence, 48 h; Potency, µM (titrated, usually from 46.1 µM), inactives show at the highest dose activity, negative = less viability, actives largely listed as cytotoxic;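 note: NT is the 2HG producing partner of a matched IDH1 knockdown line; potency is the fitted concentration of half-maximal effect; 0% = DMSO-treated cells and -100% = media-only wells without cells; nearly all actives have a fitted effect of over 55% in size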
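HT-1080-NT; 750 cells/well; 5% FBS RPMI; 48 h compound, 37 degrees C; CellTiter-Glo luminescence; curve fitting and curve-class assignment.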
HT1080 IDH1KD tx = kills HT-1080 cells with IDH1 knockdown | HT-1080 IDH1 knockdown viability, ATP luminescence, 48 h | Potency, µM (highest dose often 46.1 µM), without a hit: at the highest dose activity, negative = toxicity, actives largely listed as cytotoxic | 360,000 tested, 2% active | AID 686971;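 note: potency is the fitted concentration of half-maximal effect; 0% = DMSO wells and -100% = cell-free medium wells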
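% activity derives from luminescence (CellTiter-Glo), normalised to DMSO and no-cell wells. HT-1080-IDH1KD cells, 750/well, had 48 h compound exposure at 37 °C.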
KB-V1 MDR tox = KB-V1 MDR subline cytotoxicity | KB-V1 MDR cells viability, CellTiter-Glo, 72 h | Potency, µM (top dose mostly 46.1 µM), without a hit: top-dose activity change, negative = cytotoxicity, hits mostly cytotoxic | 400,000 tested, 3.4% active; note: potency is the fitted concentration of half-maximal effect; % is set by controls: 0 for no effect and ±100 for the full control effect; nearly all actives have a fitted effect of over 60% in size
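Readout: CellTiter-Glo luminescence, 10 min after addition. Cells: KB-V1 MDR subline, 72 h at 37 degrees C with compound. Analysis: corrected, normalized data fitted to concentration-effect curves.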
DRD3 agonist = agonists of human D3 dopamine receptor. P35462. D3R DiscoveRx beta-arrestin cells, luminescence, 90 min. max activation, %. 410,000 tested, 0.58% active; in the data active = max activation above about 30%; note: 0% is about no effect; mostly tested at two doses, the higher about 12 µM
Target sequence (P35462 whole entry, looked up): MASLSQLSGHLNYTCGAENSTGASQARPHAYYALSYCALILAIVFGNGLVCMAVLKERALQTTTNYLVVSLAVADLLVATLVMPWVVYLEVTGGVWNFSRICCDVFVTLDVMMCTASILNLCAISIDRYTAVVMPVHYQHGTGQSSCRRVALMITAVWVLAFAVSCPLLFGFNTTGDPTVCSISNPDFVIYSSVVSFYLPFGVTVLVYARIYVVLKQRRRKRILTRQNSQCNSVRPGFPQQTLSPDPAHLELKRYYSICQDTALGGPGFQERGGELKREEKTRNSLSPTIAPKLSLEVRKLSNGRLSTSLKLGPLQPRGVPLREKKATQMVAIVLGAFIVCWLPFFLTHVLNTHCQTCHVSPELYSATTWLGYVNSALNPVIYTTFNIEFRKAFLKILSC
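Agonist-mode cell screen: cells plated at 1500/well and incubated overnight at 37 °C, then exposed to library compounds for 90 min at 37 °C. Detection reagent was added for 30–60 min at room temperature, and luminescence was read.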
IL1B secr inh = inhibitors of inflammasome signaling (IL-1 beta secretion); activity change, % at 57.5 µM; 360,000 tested, 4.7% active; THP-1 LPS/ATP IL-1B secretion, AlphaLISA, 16 h; hits give low values; AID 743279; in the data active = activity change below about -50%; inconclusive = mostly about -30% to -49%; note: % is set by controls: 0 for no effect and ±100 for the full control effect
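THP-1 cells pretreated 1 hr with compounds (up to 57.5 uM final), then stimulated with LPS (250 ng/mL final) plus ATP (1.25 mM final); secreted IL-1B measured by AlphaLISA after 16 hr, decreased signal indicating inhibition.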
SW480 rerep = induces DNA re-replication in SW480 colon adenocarcinoma cells | SW480 DNA re-replication, Hoechst DNA content imaging, 48 h | Potency, µM (top dose mostly 46.1 µM), without a hit: at the top dose re-replication activation, most hits filed as activators | 340,000 tested, 1.8% active; note: potency is the fitted concentration of half-maximal effect; % of control where 0% means no effect; nearly all actives have a fitted effect of over 55% in size
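Cells (250 per well) received 23 nL compound or DMSO by pin tool and were kept 48 hr at 37 C, 5% CO2. Nuclei were then stained with Hoechst for 40 min and scanned for DNA content.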
GLP1R cytotox = cytotoxicity in counter-screen for GLP-1R inverse agonists; 410,000 tested, 0.13% active; HEK293 cAMP-luciferase reporter cells, luminescence, 24 h; Potency, µM (series often up to 38.3 µM), inactives show top-dose activity change, negative = inhibition, actives largely listed as inhibitors; AID 624418;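 note: loss of luciferase light is scored as toxicity; potency is the fitted concentration of half-maximal effect; % is set by controls: 0 for no effect and ±100 for the full control effect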
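A 23 nL compound transfer followed 12 hours of cell culture at 37 deg C; exposure then lasted 24 hr. Luciferase assay detection reagent was dispensed and plates read for luminescence after a 12 min room-temperature wait.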
MCF10A rerep = inducers of DNA re-replication in MCF 10A breast cells; MCF 10A DNA re-replication, Hoechst nuclear intensity, 48 h; AID 624296; 350,000 tested, 2.9% active; Potency, µM (top dose mostly 46.1 µM), for the others: at the top dose activity, positive = re-replication, most hits filed as activators; note: potency is the fitted concentration of half-maximal effect; % of control where 0% means no effect; nearly all actives have a fitted effect of over 50% in size
KB-3-1 tox = KB-3-1 parental cell cytotoxicity | KB-3-1 viability, CellTiter-Glo ATP luminescence, 72 h | Potency, µM (top dose mostly 46.1 µM), for the others: at the highest dose activity change, negative = cytotoxic, usual class: cytotoxic | 400,000 tested, 1.4% active | AID 1347075; note: potency is the fitted concentration of half-maximal effect; % is set by controls: 0 for no effect and ±100 for the full control effect; nearly all actives have a fitted effect of over 60% in size
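Cells are dispensed, compounds pinned in, plates held at 37 °C for 72 h, then CellTiter-Glo is added and luminescence read after 10 minutes. Cell line: parental KB-3-1 in phenol-red-free DMEM, 10% FBS.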
Numbers without * were called inactive; ? = inconclusive; . = not tested or not shown; [ ] = dose if it differs, or a comment. Unless noted, calls come from the whole dose curve; as a rule, active = well fitted curve in the direction sought with a large enough effect; inconclusive = small, poorly fitted or top-dose-only effect, or another doubt; inactive = no such curve, though single readings can be large; an effect the other way counts as inactive or inconclusive.

SMILES	HT1080NT lethal	HT1080 IDH1KD tx	KB-V1 MDR tox	DRD3 agonist	IL1B secr inh	SW480 rerep	GLP1R cytotox	MCF10A rerep	KB-3-1 tox
COc1ccc(S(=O)(=O)N2c3ccccc3NC(=O)CC2C)cc1 (stereo not given)	-2%	-3%	-1%	1	8	-16%	3%	-2%	1%
CCN1CCN(C(c2cccs2)C(C)NC(=S)Nc2cccc(C)c2C)CC1 (stereo not given)	13%	9%	5%	-32	?	-16%	-7%	3%	6%
CC(=O)N1CCCc2cc(S(=O)(=O)N3CCCC(C(=O)Nc4ccc(C)c(F)c4)C3)ccc21 (stereo not given)	.	.	-26%	4	.	.	0%	.	?
COc1ccc(N2C[C@H](C)[C@@H](CC(=O)Nc3ccccc3)C2=O)cc1	12%	3%	?	7	-17	.	-12%	.	-1%
O=C(CN1C(=O)CC(c2ccco2)Sc2ccccc21)NCC1CCCO1 (stereo not given)	18%	12%	2%	15	0	2%	-8%	-3%	2%
CC(C)(C)OC(=O)CNC(=O)c1nc[nH]c1C(=O)NCc1ccc(CNC(=O)OC(C)(C)C)cc1	-6%	1%	-4%	20	4	-5%	14%	?	?
CCOC(=O)CNC(=O)CSc1nc(-c2ccc(C)cc2)ns1	-9%	-2%	-6%	-6	-152*	0%	-5%	-6%	?
CCC(=O)Nc1ccc(C(=O)OCC(=O)c2cccs2)cc1	11%	0%	11%	-19	8	-6%	3%	3%	7%
CNc1cncc(-c2cccc(C(=O)N3CCOCC3)c2)n1	5%	7%	4%	1	-12	.	3%	.	0%
CN=c1scc(C)n1/N=C/c1cc(Br)c(O)c(OC)c1	-8%	-10%	-3%	4	11	-4%	5%	11%	-2%
CC(C)(C)OC(=O)C[C@H]1C/C=C\C[C@H](CC(=O)NCCO)C(=O)N[C@@H](c2ccccc2)COC1=O	8%	13%	-3%	9	20	-5%	-16%	10%	5%
O=C(CN1CC(=O)Nc2ccccc21)Nc1ccc(F)c(F)c1	-18%	-2%	17%	-3	-29	-17%	-9%	1%	9%
O=C(Cc1ccsc1)NNC(=O)c1cccc(Cl)c1	0%	10%	?	-13	-1	23%	-21%	0%	-6%
O=C(NC(Cc1ccccc1)C(=O)O)/C(=C\c1ccccc1)NC(=O)c1ccco1 (stereo not given)	8%	18%	6%	2	11	-6%	3%	-7%	15%
CCOC(=O)N1CCC(N2CCN(Cc3ccccc3)C(CCO)C2)CC1 (stereo not given)	1%	3%	-1%	17	-6	7%	-6%	3%	11%
CCc1ccc(NC(=O)CSc2c(C)cnc3c2c(=O)n(C)c(=O)n3C)cc1	.	.	-2%	3	.	.	4%	.	-14%
CC1CCN(c2nc(-c3ccccc3O)nc3ccccc23)CC1	-12%	-11%	-16%	-7	25	-11%	2%	?	-20%
Cc1ccc(NC(=O)COC(=O)COc2ccc(Cl)cc2)c([N+](=O)[O-])c1	-7%	-19%	-6%	-5	0	0%	11%	-6%	4%
CCOc1ccc(OCCC(=O)N2CCN(S(=O)(=O)c3cccc(F)c3)CC2)cc1	-10%	-8%	?	-15	3	-2%	3%	3%	-1%
COc1ccc(OCC(=O)N(C)Cc2ccccc2)cc1	14%	10%	-2%	-4	-14	-1%	-2%	2%	2%
Cc1cc(C)nc(OC(C(=O)O)C(OCCc2ccccc2)(c2ccc(F)cc2)c2ccc(F)cc2)n1 (stereo not given)	-27%	?	16%	-5	47	-15%	-32%	16%	2%
CCOC(=O)[C@H]1[C@H]2COc3ccc(Br)cc3[C@@H]2N2C(=O)CN(Cc3ccco3)C(=O)[C@@]12C	0%	6%	?	-10	-16	2%	-8%	-6%	8%
O=C(CCc1nnc2ccc(NCc3ccco3)nn12)Nc1ccc(F)cc1F	4%	8%	3%	3	-1	-3%	-27%	0%	0%
O=C(NCc1ccco1)c1cc2n(n1)C(C(F)(F)F)CC(c1ccc(F)cc1)N2 (stereo not given)	-8%	-5%	-21%	-1	-7	-1%	18%	19%	2%

Laid out differently: entries from further up.
CC1CCN(c2nc(-c3ccccc3O)nc3ccccc23)CC1
  HT1080NT lethal: -12%
  HT1080 IDH1KD tx: -11%
  KB-V1 MDR tox: -16%
  DRD3 agonist: -7
  IL1B secr inh: 25
  SW480 rerep: -11%
  GLP1R cytotox: 2%
  MCF10A rerep: ?
  KB-3-1 tox: -20%

Cc1ccc(NC(=O)COC(=O)COc2ccc(Cl)cc2)c([N+](=O)[O-])c1
  HT1080NT lethal: -7%
  HT1080 IDH1KD tx: -19%
  KB-V1 MDR tox: -6%
  DRD3 agonist: -5
  IL1B secr inh: 0
  SW480 rerep: 0%
  GLP1R cytotox: 11%
  MCF10A rerep: -6%
  KB-3-1 tox: 4%

CCOc1ccc(OCCC(=O)N2CCN(S(=O)(=O)c3cccc(F)c3)CC2)cc1
  HT1080NT lethal: -10%
  HT1080 IDH1KD tx: -8%
  KB-V1 MDR tox: ?
  DRD3 agonist: -15
  IL1B secr inh: 3
  SW480 rerep: -2%
  GLP1R cytotox: 3%
  MCF10A rerep: 3%
  KB-3-1 tox: -1%

(cont.)
SMILES	HT1080NT lethal	HT1080 IDH1KD tx	KB-V1 MDR tox	DRD3 agonist	IL1B secr inh	SW480 rerep	GLP1R cytotox	MCF10A rerep	KB-3-1 tox
O=C(CCCCC(=O)NN=Cc1ccc2c(c1)CCC2)NN=Cc1ccc2c(c1)CCC2	-1%	0%	4%	-4	-13	.	5%	.	-10%
COc1ccc(-c2nc(CS(=O)(=O)CC(=O)Nc3cccc(C(C)=O)c3)c(C)o2)cc1	-2%	9%	-11%	-5	11	11%	-12%	0%	11%
Cc1ccc(C(=O)Nc2ccc(F)cc2)o1	1%	-4%	6%	-4	-13	2%	15%	14%	19%
CN1CCN(CCC2Oc3cc([N+](=O)[O-])ccc3NC2=O)CC1 (stereo not given)	-23%	-25%	-15%	-2	-6	-8%	8%	0%	17%
O=C(Nc1ccccc1)c1ccc(-c2ccc([N+](=O)[O-])cc2)o1	-7%	1%	-18%	-9	-64*	1%	-16%	23µM*	?
CCc1ccc(-n2c(=O)c3c4c(sc3n(Cc3ccccc3C#N)c2=O)CCCC4)cc1	.	.	-4%	-15	.	.	16%	.	0%
CN(O)C(=S)c1ccccc1	-2%	?	?	-27	-116*	?	-97%	?	0.0052µM*
CCc1nnc(NC(=O)c2ccc(-c3ccc(C(C)=O)cc3)o2)s1	-1%	2%	2%	9	?	-12%	1%	15%	16%
Cc1nc2c(OCc3ccccc3)cccn2c1N(C)C(=O)C1CCCCC1	0%	-9%	2%	5	-21	.	3%	.	-10%
CS(=O)(=O)c1ccc(Cl)c(NC(=O)CCNC(=O)c2ccco2)c1	10%	13%	8%	3	11	-9%	-7%	2%	7%
Clc1ccc(-c2cn3c(n2)SCC3)cc1	-15%	-18%	-20%	3	0	-67%[inhibitor]	1%	16%	-10%
CCCCc1ccc(NC(=O)NCc2ccccn2)cc1	-7%	1%	-16%	3	10	25%	2%	21%	0%
Cc1noc(C)c1C(=O)N1CCCC(C(=O)c2cccc(OC(C)C)c2)C1 (stereo not given)	1%	0%	-16%	10	25	-90%[inhibitor][1.84 µM]	1%	18%	-16%
CS(=O)(=O)c1ccc(Cl)c(NC(=O)c2cccc(N3C(=O)CCC3=O)c2)c1	-7%	-2%	?	-2	13	-29%	-5%	-5%	-1%
CC(C)NC(=O)NC(=O)COC(=O)c1cc(S(=O)(=O)N2CCCCC2)ccc1N1CCOCC1	-12%	-9%	8%	-4	-9	-12%	-12%	-2%	16%
CCc1nc2c(OCc3ccc(Cl)cc3)cccn2c1N(C)C(=O)c1ccc(C)cc1	?	-25%	?	-11	?	.	-7%	.	-2%
CCCC(C)C(=O)Nc1nc(C)c(-c2csc(Nc3ccc(Cl)cc3)n2)s1 (stereo not given)	0%	-8%	6%	7	-3	?	2%	0%	8.2µM*
Cc1ccc(CSc2nnc(SCC(=O)N/N=C/C=C/c3ccco3)s2)cc1	2%	11%	-2%	5	35	0%	-24%	3%	10%
O=C(Cc1ccccc1F)Nc1nc(-c2cccnc2)cs1	?	7%	-3%	5	4	17%	4%	1%	-3%
CC(O)(c1ccc(F)c(F)c1)c1nc(-c2ccoc2)cs1 (stereo not given)	-15%	-28%	4%	3	-17	.	2%	.	0%
Cc1cnc(CNC(=O)C2(C)CCCN2CC(C)C)cn1 (stereo not given)	7%	?	4%	4	61	.	1%	.	10%
Cn1cccc1C(=O)NC1CCCCCC1	-5%	-4%	12%	0	-2	2%	5%	1%	0%
COc1ccc2[nH]c(=S)[nH]c2c1	15%	20%	24%	-4	11	2%	-5%	0%	-2%
CSc1cccc(NC(=O)CN2C(=O)COc3ccc(S(=O)(=O)N4CCOCC4)cc32)c1	1%	1%	20%	0	-2	-27%	-4%	16%	3%
COc1cc(OC)c(C2C(C(=O)O)c3ccccc3C(=O)N2C)cc1OC (stereo not given)	10%	3%	7%	1	7	-1%	-13%	1%	-15%
Cn1c(C(=O)N[C@@H](Cc2ccccc2)C(=O)O)cc2cc(F)ccc21	-1%	18%	0%	-2	45	-3%	0%	9%	-4%
CCCCCC1CC(COc2ccccc2)OC1=O (stereo not given)	14%	15%	12%	-6	-4	-5%	21%	4%	11%
CC(=O)Nc1ccc(SCC(=O)N(CCC#N)c2ccc(C)cc2)cc1	0%	7%	-10%	-12	-4	-2%	?	5%	-2%
CCN(CC)C(=O)Oc1ccc(Br)cc1C(=O)Nc1ccc(F)c(Cl)c1	-11%	1%	?	-8	-2	-12%	-21%	-4%	-3%
COc1ccc(C(=O)c2ccc(CC(=O)O)s2)cc1	-4%	-1%	11%	-4	-4	?	-8%	0%	0%
CC1Cc2[nH][nH]c(=O)c2C(C2CC2)O1 (stereo not given)	3%	7%	?	8	-5	.	-3%	.	-4%
COC(=O)c1ccncc1N	-7%	7%	?	-9	46	-6%	-4%	0%	2%
COc1cccc(C2CC(C(F)(F)F)n3nc(C(=O)Nc4c(C)n(C)n(-c5ccccc5)c4=O)cc3N2)c1 (stereo not given)	-3%	-24%	12%	5	2	-1%	-14%	-17%	-3%
